TWEAK-Fn14 inh: TWEAK-Fn14 signaling inhibition; TWEAK-stimulated Fn14 reporter cells, luciferase luminescence, 8 h; inhibition, % at 10 µM; actives 2% (n = 360,000); in the data active = inhibition above about 50%
TRAIL sens C8: caspase-8 TRAIL sensitization | inhibition (viability loss, TRAIL sensitization), % at 10 µM | NB7+C8 cells + TRAIL, ATPlite viability luminescence | actives 1% (n = 360,000);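 active = compounds causing at least 50% loss of cell viability in the single-dose screen, relative to plate controls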
Peg3 promoter: reduces Peg3 promoter-driven luciferase expression in HeLa; HeLa PEG-Prom luciferase reporter, luminescence, overnight; inhibition, % at 20 µM; actives 1.7% (n = 360,000); AID 588405;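 active = inhibition of at least 50% at 20 µM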
NR2E3 ag-1: human photoreceptor-specific nuclear receptor agonism. Q9Y5X4. inhibition of corepressor binding, % at 3.98 µM. CHO-S Gal4-NCOR/VP16-NR2E3 two-hybrid, luciferase. AID 602229. actives 0.35% (n = 360,000);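 active = inhibition above the mean of all tested compounds plus 3 SD, cut at about 70% in these data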;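 also: 0% = DMSO with NR2E3 transfected cells and 100% = cells lacking NR2E3 construct; higher means lower luciferase signal from less NR2E3 corepressor binding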
Target sequence (Q9Y5X4 whole entry, looked up, the tested form may be a part): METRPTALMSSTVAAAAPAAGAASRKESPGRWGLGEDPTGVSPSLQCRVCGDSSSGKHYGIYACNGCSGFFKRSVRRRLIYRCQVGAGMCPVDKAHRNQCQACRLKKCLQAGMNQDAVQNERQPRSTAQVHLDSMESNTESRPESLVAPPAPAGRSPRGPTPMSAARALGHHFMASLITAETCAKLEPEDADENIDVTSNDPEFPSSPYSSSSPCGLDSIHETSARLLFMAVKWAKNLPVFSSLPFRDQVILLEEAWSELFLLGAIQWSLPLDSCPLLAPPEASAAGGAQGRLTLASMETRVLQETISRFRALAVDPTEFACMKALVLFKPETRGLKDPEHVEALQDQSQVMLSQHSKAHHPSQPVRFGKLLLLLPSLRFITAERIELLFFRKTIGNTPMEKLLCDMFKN
MITF TRPM1 inh: MITF TRPM1 promoter inhibition in SK-MEL-5 cells; actives 0.83% (n = 330,000); AID 488899; inhibition, % at 12.5 µM; SK-MEL-5 TRPM1 promoter luciferase, 24 h;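 active = mean inhibition across replicates of 60% or more, whatever share of single replicates reaches that level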; also: values of inactives mirror those of a sister screen read the other way
Shn3 3UTR inh: reduces Shn3 3'UTR luciferase signal in osteoblasts; actives 0.52% (n = 360,000); AID 588674; inhibition, % at 12.5 µM; Clone20 osteoblast Shn3 3'UTR firefly luciferase, 24 h;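 active = mean inhibition of at least 75% with every replicate also reaching 75%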;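 also: 0% = median of neutral control wells and 100% = pilot-screen positive control compound; some compounds past the cut are filed as inactive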
KKLEB cytotox: counter-screen for CF NF-kB inhibitors: cytotoxicity. actives 0.36% (n = 360,000). KKLEB CF airway cells viability, ATPlite luminescence, overnight; active compounds read low; cells stimulated with P. aeruginosa culture filtrate. activity change (cytotoxicity), % at 5 µM;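 active = corrected activity change at or below -50% at 5 µM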
HIF-2a inh: HIF-2a inhibition; inhibition, % at 18.8 µM; actives 0.72% (n = 360,000); 786-0 RCC cells HIF-2a reporter, luciferase luminescence, overnight;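 active = inhibition of the luminescence signal of 40% or more relative to plate controls, in a single-dose primary screen at 18.75 µM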
NR2E3 ag-2: activates human photoreceptor nuclear receptor NR2E3 | GST-NR2E3/biotin-RetCOR TR-FRET, 1536-well | inhibition of corepressor binding, % at 4.78 µM | actives 0.12% (n = 320,000) | AID 2300;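 active = percent inhibition above the cutoff of mean plus 3 SD of all tested compounds, set per screening campaign, cut at about 20% in these data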;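 also: 0% = DMSO wells and 100% = biotin wells as full block of FRET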
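Assay system: NR2E3–RetCOR corepressor complex. Quantity: 1.35 nM GST-NR2E3. Buffer or medium: pH 7.5 Tris-based buffer. Reagent: biotinylated RetCOR corepressor at 7 nM final. Schedule: 5 h at 4 °C. Detection: TR-FRET, emission read at 617 and 671 nm. Replicates: one well per compound, singlicate testing.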
TROY signal inh: TROY signaling inhibition | Q293 LMP1-TROYcd NF-kB luciferase reporter, 4 h | inhibition, % at 10 µM | actives 0.98% (n = 360,000) | AID 1347056;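 active = compounds whose plate-normalised and pattern-corrected inhibition of the luciferase reporter signal at the single screening dose is 50% or more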
CF NFkB inh: inhibitors of cystic fibrosis induced NF-kB. actives 0.86% (n = 360,000). KKLEB NF-kB-GFP reporter, PAF-induced, GFP fluorescence overnight. inhibition, % at 5 µM;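 active = at least 50% inhibition at 5 µM, scaled per plate between neutral and stimulator controls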;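 also: PAF is a Pseudomonas aeruginosa culture filtrate used as stimulus; plate controls were PAF-stimulated DMSO wells for no effect and unstimulated DMSO wells for full effect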
The depositor's hits bear a star; / = not tested or not shown.

SMILES | TWEAK-Fn14 inh | TRAIL sens C8 | Peg3 promoter | NR2E3 ag-1 | MITF TRPM1 inh | Shn3 3UTR inh | KKLEB cytotox | HIF-2a inh | NR2E3 ag-2 | TROY signal inh | CF NFkB inh
O=C(NCCCN1CCCC1=O)c1ccccc1OCc1ccc(Cl)cc1Cl | -7 | -18 | 5 | -15 | 4 | -3 | 8 | 13 | / | -3 | -6
CC(C)(C)c1nnc(NC(=O)C2CCN(C(=O)c3ccco3)CC2)s1 | 17 | 3 | -7 | -43 | 17 | 5 | 5 | 6 | 1 | -16 | -1
O=C1Nc2ccccc2/C1=C/c1ccnc2ccccc12 | 47 | -42 | 50 | -6 | -17 | 20 | 4 | 18 | -1 | 24 | 50*
CCOC(=O)CCc1c(C)nc2cc(-c3ccccc3OC)[nH]n2c1=O | -19 | -2 | -3 | -6 | 12 | 6 | 2 | 1 | 1 | -1 | -25
O=C1C2CCCN2C(c2ccc(F)cc2)N1c1ccc(Cl)cc1 (stereo not drawn) | -20 | 16 | -25 | 10 | 9 | 56 | -19 | -20 | 2 | -11 | 30
Cc1cc(NC(=O)c2cccc3c2C(=O)N(C2CCCCC2)C3)ccc1Br | 14 | -8 | -5 | -5 | -13 | 9 | -5 | -18 | 0 | -4 | 10
O=C(Nc1ccc2nsnc2c1)N1CCCCC1 | -23 | 0 | -44 | -20 | -18 | -22 | 2 | -101 | 2 | -36 | 6
O=C(CCNS(=O)(=O)c1cccc(Cl)c1)OCC(=O)N1CCN(C(=O)c2ccco2)CC1 | 5 | -4 | 0 | -14 | -4 | 22 | 7 | 9 | 5 | -6 | 12
CC(C)(C)[C@H]1C=C(C(=O)N2CCN(Cc3ccccc3)CC2)O[C@@H](OCc2ccc(CO)cc2)C1 | -47 | -7 | 16 | 4 | 2 | 0 | -12 | 14 | 2 | 8 | -11
CCOc1cc(NC(=S)Nc2cccc(C)c2)c(OCC)cc1NC(=O)CC(C)C | -12 | -2 | -61 | -25 | -1 | 2 | 4 | -9 | / | 14 | -20
Cc1ccc2nc(NC(=O)C3=NN(c4ccccc4)C(=O)CC3)sc2c1 | 2 | 6 | -58 | -45 | -11 | -3 | 19 | -87 | 2 | -19 | -19
Cc1[nH]n(-c2ccccc2)c(=O)c1CCOC(=O)c1cccc(C(F)(F)F)c1 | 2 | -7 | 24 | -11 | -3 | 10 | -22 | 1 | -4 | 1 | -2
Cn1c(=O)n(Cc2ccc(F)cc2)c(=O)c2c1nc1n2CCCN1C1CCCCC1 | 28 | 21 | 33 | -33 | 4 | 31 | -9 | 17 | -4 | 42 | 12
Cc1ccc(NC(=O)Cn2cc(S(=O)(=O)c3ccccc3)c(=O)c3cc(F)ccc32)cc1 | -10 | 12 | -10 | 0 | -3 | -3 | -6 | -1 | -3 | -39 | -2
Cc1cccc(NC(=O)c2ccc(F)c(S(=O)(=O)N3CCC4(CC3)OCCO4)c2)c1 | 14 | 7 | -42 | -2 | -1 | -3 | 2 | -52 | -2 | -4 | 0
Cc1ccccc1SCC(=O)N/N=C/c1ccc(F)cc1 | 1 | -8 | 0 | -8 | -15 | -2 | -16 | -5 | -3 | -16 | 12
CC1CN(C(=O)Cn2cc(S(=O)(=O)CC(=O)N(C)c3ccccc3)c3ccccc32)CC(C)O1 (stereo not drawn) | 5 | 1 | 11 | -1 | -2 | 0 | -2 | 11 | 0 | 1 | 2
COCCN=c1scc(-c2ccccc2)n1/N=C/c1c[nH]c2ccccc12 | -3 | 0 | -90 | 3 | -12 | -9 | 11 | -142 | 3 | -34 | 12
Cc1cn(CC(=O)NCCCn2ccnc2)c(=O)[nH]c1=O | -4 | -4 | 6 | -36 | -4 | -16 | -2 | 5 | / | -11 | 17
CC[C@@H](C)[C@H](CN[C@H](CNC)C(C)C)NC[C@@H](C)c1ccc(CC(C)C)cc1 | -43 | 64* | 99* | 7 | 100* | 67 | -10 | -1 | 2 | -6 | 3

Gathered by group: those above with fluorine (6)
SMILES | TWEAK-Fn14 inh | TRAIL sens C8 | Peg3 promoter | NR2E3 ag-1 | MITF TRPM1 inh | Shn3 3UTR inh | KKLEB cytotox | HIF-2a inh | NR2E3 ag-2 | TROY signal inh | CF NFkB inh
O=C1C2CCCN2C(c2ccc(F)cc2)N1c1ccc(Cl)cc1 (stereo not drawn) | -20 | 16 | -25 | 10 | 9 | 56 | -19 | -20 | 2 | -11 | 30
Cc1[nH]n(-c2ccccc2)c(=O)c1CCOC(=O)c1cccc(C(F)(F)F)c1 | 2 | -7 | 24 | -11 | -3 | 10 | -22 | 1 | -4 | 1 | -2
Cn1c(=O)n(Cc2ccc(F)cc2)c(=O)c2c1nc1n2CCCN1C1CCCCC1 | 28 | 21 | 33 | -33 | 4 | 31 | -9 | 17 | -4 | 42 | 12
Cc1ccc(NC(=O)Cn2cc(S(=O)(=O)c3ccccc3)c(=O)c3cc(F)ccc32)cc1 | -10 | 12 | -10 | 0 | -3 | -3 | -6 | -1 | -3 | -39 | -2
Cc1cccc(NC(=O)c2ccc(F)c(S(=O)(=O)N3CCC4(CC3)OCCO4)c2)c1 | 14 | 7 | -42 | -2 | -1 | -3 | 2 | -52 | -2 | -4 | 0
Cc1ccccc1SCC(=O)N/N=C/c1ccc(F)cc1 | 1 | -8 | 0 | -8 | -15 | -2 | -16 | -5 | -3 | -16 | 12

Rewritten field by field: entries from further up
> Cc1ccc(NC(=O)Cn2cc(S(=O)(=O)c3ccccc3)c(=O)c3cc(F)ccc32)cc1
  TWEAK-Fn14 inh: -10
  TRAIL sens C8: 12
  Peg3 promoter: -10
  NR2E3 ag-1: 0
  MITF TRPM1 inh: -3
  Shn3 3UTR inh: -3
  KKLEB cytotox: -6
  HIF-2a inh: -1
  NR2E3 ag-2: -3
  TROY signal inh: -39
  CF NFkB inh: -2
> CC[C@@H](C)[C@H](CN[C@H](CNC)C(C)C)NC[C@@H](C)c1ccc(CC(C)C)cc1
  TWEAK-Fn14 inh: -43
  TRAIL sens C8: 64*
  Peg3 promoter: 99*
  NR2E3 ag-1: 7
  MITF TRPM1 inh: 100*
  Shn3 3UTR inh: 67
  KKLEB cytotox: -10
  HIF-2a inh: -1
  NR2E3 ag-2: 2
  TROY signal inh: -6
  CF NFkB inh: 3

Compound activity deposited in PubChem BioAssay by several laboratories.

An excerpt; rates above refer to the full screens.
